Assay outcomes deposited in PubChem BioAssay by National Center for Advancing Translational Sciences (NCATS).
IMPase Li cell = IMPase inhibition in cells with lithium potentiation. CHO-M1 cells, IP1 TR-FRET (IP-One), carbachol + lithium. Potency, µM (doses to about 59.4 µM), for the others: at the top dose activity, negative = IMPase inhibition, usual class: inhibitors. 0.35% of 210,000 active. AID 1457;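 further: IP1 builds up when IMPase is blocked and the TR-FRET signal falls; plate controls were basal vehicle for no effect and high inhibitor control for full effect; nearly all actives have a fitted effect of over 50% in size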
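Test compounds were applied to CHO-M1 cells previously cultured for 16–30 h at 2000 per well. A small lithium amount accompanied them; after 30 min at 37C, IP1 was quantified by TR-FRET.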
RECQ1 inh = blocks DNA unwinding by human RECQ1; P46063; RECQ1 DNA unwinding, red fluorescence kinetic read; Potency, µM (titrated, usually from 57.3 µM), inactives show top-dose activity, negative = inhibition, hits mostly inhibitors; 0.54% of 240,000 active; AID 2549;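 further: plate controls were vehicle for no effect and no enzyme for full effect; nearly all actives have a fitted effect of over 30% in size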
Target sequence (P46063 whole entry, looked up): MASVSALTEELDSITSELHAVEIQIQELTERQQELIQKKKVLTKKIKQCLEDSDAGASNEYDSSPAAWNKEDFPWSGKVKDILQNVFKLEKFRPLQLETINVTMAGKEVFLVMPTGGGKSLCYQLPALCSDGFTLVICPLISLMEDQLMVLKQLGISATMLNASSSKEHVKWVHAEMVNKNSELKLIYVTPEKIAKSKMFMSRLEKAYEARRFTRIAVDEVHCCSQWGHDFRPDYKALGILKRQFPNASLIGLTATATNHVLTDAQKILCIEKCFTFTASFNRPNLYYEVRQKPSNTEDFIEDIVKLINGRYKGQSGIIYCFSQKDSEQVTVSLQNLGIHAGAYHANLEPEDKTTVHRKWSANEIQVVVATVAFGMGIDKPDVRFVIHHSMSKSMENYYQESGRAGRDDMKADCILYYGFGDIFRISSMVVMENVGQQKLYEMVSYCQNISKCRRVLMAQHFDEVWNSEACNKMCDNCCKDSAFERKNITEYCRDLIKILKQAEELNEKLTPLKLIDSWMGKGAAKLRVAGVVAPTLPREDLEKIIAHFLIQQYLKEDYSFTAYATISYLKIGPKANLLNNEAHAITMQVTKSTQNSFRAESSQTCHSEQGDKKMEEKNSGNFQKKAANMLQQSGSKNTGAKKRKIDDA
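50 nM RECQ1T1 preincubated 15 min with compound in Tris pH 8.0 buffer with MgCl2, DTT, Tween-20 and 2.5 ug/ml poly(dI-dC); started with 200 nM TAMRA/BHQ-2 forked duplex and 2 mM ATP. Unwinding read as fluorescence (525/598 nm), two reads 2 h apart.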
SMN2 splice enh = increases expression of the SMN2 splice variant | 2.8% of 210,000 active | Potency, µM (highest dose often 46.1 µM), for inactives: at the top dose activity change, positive = activation, actives largely listed as activators | HEK293 SMN2-luciferase splicing reporter, luminescence, 30-36 h; further: % of control where 0% means no effect; nearly all actives have a fitted effect of over 55% in size
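HEK293 cells carry an SMN2 […]–luciferase reporter in which exon 7 inclusion puts luciferase in frame. Cells were plated 10-12 h before compound addition, then incubated 30-36 h at 37C. ONE-Glo luminescence was read; sodium butyrate at 4.5 mM final served as control.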
NPSR antagonist = antagonists of human neuropeptide S receptor cAMP signaling; Q6W5P4; Potency, µM (top dose mostly 38.3 µM), for inactives: top-dose activity change, negative = inhibition, usual class: inhibitors; 1% of 220,000 active; CHO-NPSR cells, cAMP TR-FRET, antagonist mode; further: on the % scale 0 is the no-effect control and ±100 the full control effect; nearly all actives have a fitted effect of over 50% in size; many of its hits are not listed in these tables
Target sequence (Q6W5P4 whole entry, looked up): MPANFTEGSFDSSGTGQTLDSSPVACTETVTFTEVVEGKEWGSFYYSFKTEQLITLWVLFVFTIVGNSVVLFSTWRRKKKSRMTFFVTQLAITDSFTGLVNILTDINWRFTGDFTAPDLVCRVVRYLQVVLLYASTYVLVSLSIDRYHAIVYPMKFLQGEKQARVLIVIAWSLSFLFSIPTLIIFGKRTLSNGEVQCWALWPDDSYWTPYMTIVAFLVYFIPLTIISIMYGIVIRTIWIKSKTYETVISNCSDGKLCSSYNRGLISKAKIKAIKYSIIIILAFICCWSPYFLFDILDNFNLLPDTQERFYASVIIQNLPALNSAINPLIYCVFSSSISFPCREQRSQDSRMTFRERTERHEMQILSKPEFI
GoLoco inh red = RGS12 GoLoco-Gai1 interaction inhibition; P63096; Gai1:RGS12 GoLoco peptide FP, rhodamine, 10 min; Potency, µM (top dose mostly 61.6 µM), for inactives: top-dose activity, negative = inhibition, actives largely listed as inhibitors; 0.44% of 230,000 active; AID 880; active means well fitted inhibition curve with a large enough effect, not every such curve was filed as active; inactive means no such curve, though single readings can be large or run the other way; further: on the % scale 0 is the no-effect control and ±100 the full control effect; nearly all actives have a fitted effect of over 30% in size; many of its hits are not listed in these tables
Epigenetic derep = epigenetic control regulation, reporter derepression; Potency, µM (top dose mostly 53.9 µM), for the others: at the highest dose GFP activation, actives largely listed as activators; 0.2% of 280,000 active; murine LDR cells, GFP reporter derepression, 30 h; further: % of control where 0% means no effect; nearly all actives have a fitted effect of over 60% in size
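GFP-positive cell count by laser-scanning cytometry (objects 20–120 um) after 30 h, 37 C compound exposure of murine LDR cells; reporter is CMV-GFP integrated at a silenced locus, inducible by HDAC or DNMT inhibitors.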
KDM4E inh = JMJD2E (human) inhibition. B2RXH2. JMJD2E catalytic domain, FDH-coupled NADH fluorescence (FDH is formaldehyde dehydrogenase). Potency, µM (titrated, usually from 57.1 µM), for the others: at the top dose activity change, negative = inhibition, actives largely listed as inhibitors. 1.6% of 230,000 active. AID 2147; active means well fitted inhibition curve with a large enough effect, not every such curve was filed as active; inconclusive means small, poorly fitted or top-dose-only effect, or another doubt; inactive means no such curve, though single readings can be large or run the other way;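 further: 0% = wells with enzyme and -100% = buffer wells without enzyme; nearly all actives have a fitted effect of over 50% in size; many of its hits are not listed in these tables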
Luc counter = blocks Kinase-Glo luciferase, a counter-screen artifact; Potency, µM (highest dose often 38.3 µM), for inactives: top-dose activity change, negative = inhibition, actives largely listed as inhibitors; 0.28% of 200,000 active; Kinase-Glo luciferase, ATP luminescence, 8 min; further: on the % scale 0 is the no-effect control and ±100 the full control effect; nearly all actives have a fitted effect of over 60% in size
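Recombinant Kinase-Glo luciferase, 10 uM ATP (linear range), luciferin; imidazole pH 7.2 / KCl / MgCl2 / Tween / BSA buffer; 8 min RT; luminescence.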
Starred values were filed as active, the others as inactive; i = inactive; ? = inconclusive; nt = no result given; [ ] = remark or other dose. Unless noted, the call rests on the fitted dose curve; in most records, active means well fitted curve in the direction sought with a large enough effect; inconclusive means small, poorly fitted or top-dose-only effect, or another doubt; inactive means no such curve, though single readings can be large; an effect the other way counts as inactive or inconclusive. Potency means the concentration at half of the fitted maximal effect. Not all compounds are listed; count on the stated rates, not on these rows.

Values in the order: IMPase Li cell	RECQ1 inh	SMN2 splice enh	NPSR antagonist	GoLoco inh red	Epigenetic derep	KDM4E inh	Luc counter
#1 Cc1sc(NC(=O)c2cccc([N+](=O)[O-])c2)c(C(N)=O)c1-c1ccc(C(C)(C)C)cc1
  2%[38.3 µM]	i	-5%	-1%[46.1 µM]	6%	-0.7%	-6%	-2%
#2 COc1ccc(C2CC(c3cccs3)=NN2C(=O)CSc2nc3c(cnn3-c3ccccc3)c(=O)[nH]2)cc1 (stereo not given)
  4%	-6%	-15%	-34%	8%	-1.0%	?	1%
#3 Cc1cccc2c1NC(C)CC2C (stereo not given)
  9%[38.3 µM]	2%	-21%	3%[46.1 µM]	-1%	-1.3%	-11%	-1%
#4 CC1(C)CC(=O)C/C(=N\NC(=O)C2C3CCCCC32)C1 (stereo not given)
  5%	i	13%	25%	1%	2.2%	1%	-4%
#5 CCOC(=O)CNc1ccc2c(c1)OCO2
  11%[38.3 µM]	11%	-8%	-6%[46.1 µM]	-2%	-0.8%	?	2%
#6 CCOC(=O)c1cc(C#N)c(=S)[nH]c1C
  -12%	i	5%	-14%	5%	-1.1%	-29%	3%
#7 CCN1C(=O)S/C(=C/c2ccsc2)C1=O
  16%[38.3 µM]	-14%	-18%	9%[46.1 µM]	12%	0.7%	-3%	-3%
#8 Cc1ccc(-c2nc(C3CCN(S(=O)(=O)c4ccc(C(F)(F)F)cc4)CC3)no2)cc1
  28%[38.3 µM]	-3%	nt	-8%[46.1 µM]	-12%	0.0%	?	-2%
#9 COCc1nnc(NC(=O)c2ccc(Cl)cc2[N+](=O)[O-])s1
  -1%	-8%	12%	8%	2%	-1.3%	2%	0%
#10 CCCn1c(SCC(=O)c2ccc(OC)c(OC)c2)nc2c1c(=O)n(C)c(=O)n2C
  8%	6%	-39%[inhibitor]	8%	6%	-1.0%	-3%	0%
#11 N#CCCn1cc(/C=N/NC(N)=S)c(-c2ccc(Br)cc2)n1
  -5%	i	6%	-11%	-6%	2.9%	-12%	2%
#12 COc1ccccc1OCCn1cc(/C=C(\C#N)C(=O)NCc2cccs2)c2ccccc21
  6%	7%	6%	-11%	27%	5.5%	71%[activator]	3%
#13 CCCN1C(=O)c2cc(C(=O)Nc3ccccc3CC)ccc2C1O (stereo not given)
  0%[38.3 µM]	-5%	-5%	-2%[46.1 µM]	19%	-0.2%	6%	-3%
#14 COC(=O)c1ccccc1NC(=O)Cn1cnc2c(cnn2-c2ccccc2)c1=O
  nt	-8%	nt	-9%[46.1 µM]	nt	-7.2%	0%	nt
#15 COC(=O)c1sccc1NC(=O)CSc1cccc(Cl)c1Cl
  22%[38.3 µM]	-12%	9%	?	-1%	14%	4%	-4%
#16 Cc1ccc(NC(=O)Cc2noc3ccccc23)cc1
  -4%	-3%	?	-13%[46.1 µM]	0%	0.0%	?	-1%
#17 Cc1ccccc1CNS(=O)(=O)c1ccc2c(c1)OCCO2
  4%	0%	-11%	-2%	-8%	-2.0%	-5%	3%
#18 CCOC(=O)N1CCN(C(=O)CSCC(=O)Nc2nc(-c3ccc(-c4ccccc4)cc3)cs2)CC1
  41%[38.3 µM]	13%	-2%	-9%[46.1 µM]	4%	5.4%	35µM*	-3%
#19 CCC1=NN(C(=O)c2ccc(C)cc2)C(O)(c2ccc(Br)cc2)C1 (stereo not given)
  9%	-2%	14%	6%	-2%	1.0%	-12%	0%
#20 CC(=O)Oc1ccc(C(=O)Nc2cccc(C(=O)c3cccc(NC(=O)c4ccc(OC(C)=O)cc4)c3)c2)cc1
  -1%	14µM*	4%	4%	2%	0.0%	2%	0%
#21 CCOc1ccc(/C=C/C(O)=C2/C(=O)N(C)C3(C)CC2c2ccccc2O3)cc1OC (stereo not given)
  14%	-19%	-71%[inhibitor]	-20%	5%	0.0%	?	1%
#22 O=C(NCc1nnc(SCC(=O)N2CCC(Cc3ccccc3)CC2)o1)c1ccccc1F
  9%	6%	-54%[inhibitor]	-1%	-9%	-1.0%	-3%	5%
#23 O=S(=O)(/N=C(/NNS(=O)(=O)c1ccccc1)c1ccccc1)c1ccccc1
  1%	-6%	nt	40%	8%	0.0%	5%	-2%
#24 Cc1cc(OCC(O)CN2CCN(C)CC2)ccc1C(C)C (stereo not given)
  -1%[38.3 µM]	-10%	-12%	15%[46.1 µM]	-2%	1.9%	-2%	1%
#25 O=C(Nc1cccc(-c2cn3ccccc3n2)c1)c1cccs1
  15%	-7%	nt	7%	26%	-1.8%	-1%	-2%
#26 Cc1ccc(CSCCNC(=O)CCSc2ccccc2)cc1
  -11%[38.3 µM]	-3%	-23%	-10%[46.1 µM]	2%	0.8%	4%	2%
#27 N#CC(C#N)=C/C=C(\Nc1ccc(Cl)cc1)c1ccc(Cl)cc1
  nt	13%	nt	8%	-1%	0.0%	-21%	nt
#28 O=C(Cn1nc(Cl)nc1Cl)c1ccc2c(c1)OCCO2
  -5%[38.3 µM]	-8%	-2%	-3%[46.1 µM]	-14%	-0.7%	-4%	-2%
#29 CS(=O)(=O)N(CC(=O)Nc1ccccc1Sc1ccccc1)c1cccc(Br)c1
  19%[38.3 µM]	?	-14%	?	-1%	2.4%	-1%	4%
#30 CC1(C)Cc2cccc(C(=O)Nc3ccc(Cl)cc3)c2O1
  nt	1%	nt	?	1%	0.0%	-7%	nt

Brought forward from above: 2 compounds; new compounds follow.
Values in the order: IMPase Li cell	RECQ1 inh	SMN2 splice enh	NPSR antagonist	GoLoco inh red	Epigenetic derep	KDM4E inh	Luc counter
#29 CS(=O)(=O)N(CC(=O)Nc1ccccc1Sc1ccccc1)c1cccc(Br)c1
  19%[38.3 µM]	?	-14%	?	-1%	2.4%	-1%	4%
#30 CC1(C)Cc2cccc(C(=O)Nc3ccc(Cl)cc3)c2O1
  nt	1%	nt	?	1%	0.0%	-7%	nt
#31 Cc1ccc(Cl)cc1NC(=S)N(Cc1ccccc1)Cc1cccnc1
  8%	i	-16%	-41%	0%	-2.7%	-6%	-2%
#32 Cn1c(N2CCOCC2)nc(-c2ccccc2)c1-c1ccccc1
  -5%[38.3 µM]	-8%	-11%	-12%[46.1 µM]	3%	-3.0%	?	-7%
#33 O=C(CC1C(=O)NCCN1Cc1ccc(-c2ccccc2)cc1)NCc1ccncc1 (stereo not given)
  11%	-20%	nt	-7%	-20%	1.1%	?	0%
#34 Cc1cc(NC(=O)CSc2nnc(-c3ccco3)n2CC2CCCO2)no1 (stereo not given)
  3%[38.3 µM]	-3%	-8%	-1%[46.1 µM]	-1%	-1.8%	-2%	0%
#35 Cc1ccc(OCCN(C)C)c([N+](=O)[O-])c1
  8%	-2%	-5%	15%	3%	-1.3%	?	1%
#36 CCCC1(c2ccccc2)NC(=O)N(CCN2C(=O)c3ccccc3C2=O)C1=O (stereo not given)
  -5%[38.3 µM]	13%	-6%	-14%[46.1 µM]	-14%	-2.7%	-2%	-5%
#37 CCOc1cccc(/C=N/NC(=O)CC2C(=O)NN=C2C)c1O (stereo not given)
  7%	-5%	nt	15%	5%	0.3%	-4%	nt
#38 CN1CCN(c2ccc([N+](=O)[O-])c(Sc3nc4ccccc4[nH]3)c2)CC1
  8%[38.3 µM]	-2%	-15%	-21%[46.1 µM]	5%	-1.1%	-3%	-8%
#39 [O-]/C(=C(\C(=S)Nc1cccc2ccccc12)[n+]1cccc(CO)c1)c1ccc(Cl)s1
  -6%	i	25%	-13%	15%	-2.0%	13µM*	-4%
#40 C=CCNC(=O)COC(=O)c1cc(S(=O)(=O)N2CCCCC2)ccc1Cl
  1%	-3%	2%	0%	1%	1.1%	14%	0%
#41 O=C(/C=C/c1ccco1)NCCCN1CCN(CCCNC(=O)/C=C/c2ccco2)CC1
  16%	-2%	24%	-5%	-3%	-0.9%	-2%	-1%
#42 COCCn1cnc2c1c(=O)n(CC(=O)OCC#N)c(=O)n2Cc1ccccc1
  7%	1%	6%	6%	5%	-5.1%	-6%	1%
#43 C=CCSc1nnc(NC(=O)CSc2nc3ccccc3[nH]2)s1
  15%[38.3 µM]	-10%	-9%	-1%[46.1 µM]	14%	-1.1%	4%	6%
#44 COc1ccc(/C(C)=N/NC(=O)CCC(=O)Nc2ccc(Cl)cc2Cl)c(OC)c1
  11%	0%	-12%	-9%	1%	1.1%	-1%	1%
#45 COCCCn1c(SCc2nnc(-c3ccc(OC)c(OC)c3)o2)nnc1-c1ccncc1
  8%	-4%	-15%	-8%[46.1 µM]	3%	0.0%	4%	-3%
#46 COc1ccc([C@@H]2[C@@H](C(=O)C(C)(C)C)N3N=Cc4ccccc4[C@@H]3C23C(=O)OC(C)(C)OC3=O)cc1OC
  7%	-6%	14%	-1%	15%	-1.9%	-5%	1%
#47 NS(=O)(=O)c1ccc(CCNC(=O)CNC(=O)C2CCCCC2)cc1
  -2%[38.3 µM]	6%	14%	4%[46.1 µM]	-8%	-2.0%	-1%	-3%
#48 Cn1c(SCC(=O)N2CCCc3ccccc32)nnc1-c1ccco1
  nt	-9%	nt	0%[46.1 µM]	nt	-0.2%	8%	nt
#49 CC(C)n1c(NCc2nc3ccccc3n2C)nc2ccccc21
  19%[38.3 µM]	-2%	-3%	-11%[46.1 µM]	6%	1.1%	0%	6%
#50 CN1CCCCCC1C(=O)N1CCC(N2CCC(C(=O)N3CCOCC3)CC2)CC1 (stereo not given)
  1%	-19%	nt	-15%	-15%	-1.2%	4%	nt
#51 Brc1ccc(C2=CC(c3cccs3)n3ncnc3N2)cc1 (stereo not given)
  3%[38.3 µM]	-1%	-18%	?	-37%	1.0%	?	0%
#52 COc1cccc(-c2cc(=O)c3cc(NC(=O)c4cccnc4)ccc3[nH]2)c1
  0%	-1%[81.1 µM]	nt	nt	-10%[88.7 µM]	-4.6%	nt	3%[39.9 µM]
#53 S=C1NCN(C2CCCCC2)CN1c1ccccc1
  nt	-7%	nt	-6%	4%	-0.2%	15%	nt
#54 CC(=O)N(c1ccc(C)cc1)S(=O)(=O)c1ccc(Cl)cc1
  5%	i	-5%	-30%	3%	-2.9%	?	4%
#55 COc1ccccc1OCC#CCn1ccnc1
  10%	i	19%	22%	3%	-3.1%	?	3%
#56 Cc1ccc(-c2nc(C#N)c(NCCc3ccccn3)o2)cc1
  -6%[38.3 µM]	-12%	?	-11%[46.1 µM]	-7%	6.5%	?	-5%
#57 CN1CCc2c(n(CC(O)CN(CCO)CCO)c3ccccc23)C1=O (stereo not given)
  2%	15%	-23%	20%	10%	-6.0%	?	2%
